Bioassay records deposited in PubChem BioAssay by National Center for Advancing Translational Sciences (NCATS).
PGK inhibitor: inhibitors of T. brucei phosphoglycerate kinase | Potency, µM (highest dose often 57.5 µM), without a hit: at the top dose activity change, negative = inhibition, usual class: inhibitors | actives 0.043% (n = 380,000) | PGK/GAPDH coupled, Kinase-Glo luminescence, 60 min; further: potency means the concentration at half of the fitted maximal effect; on the % scale 0 is the no-effect control and ±100 the full control effect; nearly all actives have a fitted effect of over 60% in size
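Recombinant glycosomal PGK reaction used 1,3-bisphosphoglycerate generated in-well by GAPDH (100nM final) in 100mM TEA pH 7.6, 5mM MgCl2, 0.01% Tween-20. After 60 minutes at room temperature, ATP was read by Kinase-Glo Plus luminescence end-point.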
GLS inhibitor: inhibitors of human glutaminase (GLS) | Potency, µM (highest dose often 45.5 µM), inactives show top-dose activity change, negative = inhibition, actives largely listed as inhibitors | GLS enzymatic activity, qHTS titration | AID 624170 | actives 0.21% (n = 410,000); further: potency means the concentration at half of the fitted maximal effect; on the % scale 0 is the no-effect control and ±100 the full control effect
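hKGA in 45 mM KH2PO4 pH 8.2, 0.02% Tween-20 with pin-transferred compounds; 1 mM L-glutamine (stock) plus glutamate oxidase/HRP/Amplex Red coupling added. Fluorescence read initially and after 30 min at RT.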
USP1 inh: USP1/UAF1 (human) deubiquitinase inhibition. actives 0.23% (n = 390,000). O94782. AID 743255. Potency, µM (doses to about 57.1 µM), for the others: at the top dose activity change, negative = inhibition, most hits filed as inhibitors. recombinant USP1/UAF1, Ub-Rhodamine cleavage fluorescence; further: potency means the concentration at half of the fitted maximal effect; on the % scale 0 is the no-effect control and ±100 the full control effect; nearly all actives have a fitted effect of over 60% in size; inactives centre near -12
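USP1/UAF1 complex at 1 nM was preincubated with compound for 15 min at room temperature, then Ub-Rho substrate (150nM final) was added. Fluorescence (480/540 nm) was read kinetically, 6 reads every 60 seconds.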
Pin1 inhibitor: blocks the human prolyl isomerase Pin1; Pin1 FP peptide displacement, HiFluor488, 10 min; actives 0.009% (n = 390,000); Q13526; Potency, µM (highest dose often 115 µM), without a hit: top-dose activity, negative = inhibition, most hits filed as inhibitors; active means well fitted inhibition curve with a large enough effect in the polarisation, with a control signal flat, not every such curve was filed as active; inconclusive means small, poorly fitted or top-dose-only effect, or effect the other way, or a change in a side signal; inactive means no such curve, though single readings can be large or run the other way; the % refers to the polarisation; further: potency means the concentration at half of the fitted maximal effect; on the % scale 0 is the no-effect control and ±100 the full control effect
Target sequence (Q13526 whole entry, looked up): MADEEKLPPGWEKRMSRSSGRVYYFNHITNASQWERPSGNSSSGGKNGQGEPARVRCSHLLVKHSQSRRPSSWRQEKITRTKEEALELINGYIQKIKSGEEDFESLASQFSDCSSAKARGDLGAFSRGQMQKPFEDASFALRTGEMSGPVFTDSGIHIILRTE
PI4K2A block: PI4K2A (human) kinase inhibition; Q9BTU6; actives 0.13% (n = 420,000); AID 1346378; purified PI4K2A, ADP-Glo luminescence, 1 h; hits give low values; activity change, negative = inhibition, % at 76.9 µM; in the data active means activity change below about -50%; inconclusive means mostly about -30% to -49%;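 further: -100% = wells without enzyme as full effect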
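In this quantitative HTS, ADP production by PI4K2A was quantified luminescently after 1 h at ambient temperature; 100 microM adenosine served as plate-quality control.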
TrxR1 inh: blocks rat thioredoxin reductase 1. actives 1% (n = 390,000). O89049. Potency, µM (series often up to 114 µM), for inactives: top-dose activity change, negative = inhibition, most hits filed as inhibitors. recombinant rTrxR1, NADPH fluorescence consumption, selenite substrate; further: potency means the concentration at half of the fitted maximal effect; on the % scale 0 is the no-effect control and ±100 the full control effect; nearly all actives have a fitted effect of over 65% in size
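Rat TrxR1 (90 nM in the dispensed reagent) was pre-reduced with 400 uM NADPH for 5 min at room temperature, then incubated with compound for 15 min. After 400 uM selenite was added, NADPH fluorescence (Ex 340/Em 450 nm) was followed for 8 min.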
TrxR1 substrate: is turned over as a substrate by rat TrxR1; actives 0.01% (n = 390,000); purified TrxR1 substrate turnover, NADPH consumption readout; AID 588456; Potency, µM (top dose mostly 114 µM), inactives show at the highest dose activity change, negative = substrate turnover; further: potency means the concentration at half of the fitted maximal effect; on the % scale 0 is the no-effect control and ±100 the full control effect; nearly all actives have a fitted effect of over 50% in size
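Rat TrxR1, dispensed at 90 nM, was prereduced with 400 uM NADPH (final) for 5 min at ~22 deg C, then incubated with compound 15 min before 400 uM selenite. A first-read NADPH fluorescence drop versus no-compound background flagged substrates.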
HP1b binding inh: inhibitors of HP1-beta chromodomain binding to methylated histone tails; P83916; AlphaScreen HP1-beta / biotin-H3K9me3 peptide binding; Potency, µM (series often up to 114 µM), inactives show at the top dose activity change, negative = inhibition, actives largely listed as inhibitors; actives 0.56% (n = 390,000); further: potency means the concentration at half of the fitted maximal effect; nearly all actives have a fitted effect of over 70% in size; inactives centre near 23
Target sequence (P83916 whole entry, looked up): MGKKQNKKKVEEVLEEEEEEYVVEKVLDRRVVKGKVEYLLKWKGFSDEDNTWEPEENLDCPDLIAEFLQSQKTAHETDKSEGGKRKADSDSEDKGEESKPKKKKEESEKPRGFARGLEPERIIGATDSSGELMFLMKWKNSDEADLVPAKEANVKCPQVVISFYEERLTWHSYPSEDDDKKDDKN
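Compound inhibition of the preformed complex between 50 nM HP1-beta and 50 nM biotinylated H3K9me3 peptide was read by AlphaScreen. Buffer was PBS pH 7.4 with 0.01% Tween-20. Incubations ran 30 min at room temperature, with 10 ug/mL donor/acceptor beads.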
mIDH1 inhibitor: human IDH1 R132H inhibition; O75874; IDH1-R132H enzyme, NADPH consumption, diaphorase/resazurin fluorescence; Potency, µM (doses to about 76.6 µM), for inactives: at the highest dose activity change, negative = inhibition, most hits filed as inhibitors; actives 0.093% (n = 390,000); AID 602179; further: potency means the concentration at half of the fitted maximal effect; on the % scale 0 is the no-effect control and ±100 the full control effect; nearly all actives have a fitted effect of over 65% in size
Target sequence (O75874 whole entry R132H, stated change not applied): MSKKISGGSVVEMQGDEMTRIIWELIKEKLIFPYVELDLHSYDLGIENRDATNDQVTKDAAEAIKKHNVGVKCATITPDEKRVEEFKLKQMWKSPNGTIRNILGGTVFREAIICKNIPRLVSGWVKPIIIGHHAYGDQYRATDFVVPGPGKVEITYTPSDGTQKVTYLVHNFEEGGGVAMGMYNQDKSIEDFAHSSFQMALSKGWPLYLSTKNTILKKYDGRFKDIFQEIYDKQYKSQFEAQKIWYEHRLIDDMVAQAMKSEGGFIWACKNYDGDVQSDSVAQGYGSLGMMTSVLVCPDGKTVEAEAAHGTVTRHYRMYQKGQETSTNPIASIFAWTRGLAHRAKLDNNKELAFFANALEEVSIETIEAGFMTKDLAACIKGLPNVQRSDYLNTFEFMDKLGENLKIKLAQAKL
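IDH1-R132H (0.5 ug/mL dispensed) in pH 7.5 Tris buffer was preincubated 30 min with compound, then given a substrate mix of 0.016 mM NADPH and 2 mM alpha-KG for 80 min at room temperature; remaining NADPH was read by diaphorase/resazurin fluorescence.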
* = called active by the depositor; i = inactive; ? = inconclusive; · = no result given; & = joins results of further samples; [ ] = dose if it differs, or a comment. Unless noted, the call rests on the fitted dose curve; in most records, active means well fitted curve in the direction sought with a large enough effect; inconclusive means small, poorly fitted or top-dose-only effect, or another doubt; inactive means no such curve, though single readings can be large; an effect the other way counts as inactive or inconclusive. This is a subset, so the mix of outcomes need not match the whole.

compound	TrxR1 inh	TrxR1 substrate	USP1 inh	PI4K2A block	mIDH1 inhibitor	Pin1 inhibitor	HP1b binding inh	PGK inhibitor	GLS inhibitor
O=C(Cn1nc(C(=O)O)c2ccccc2c1=O)c1cc(F)ccc1F	2%	-5%	-21%	-5	-4%	-3%	-6%	-4%	4%
CCOc1ccccc1NC(=O)C1=C(C)Nc2ncnn2C1c1ccc(C)o1 (centres undefined)	13%[57.1 µM]	-4%[57.1 µM]	-17%	5	-3%	-4%	10%[57 µM]	-4%	5%
NC1=NC[C@@H](Cc2ccc(O)cc2)N1CCc1cccc2ccccc12	8%[57.1 µM]	-5%[57.1 µM]	-22%	-5	11%	1%	23%	-6%	2%
Cc1cccc(-n2c(C)cc(C(=O)NC3CCCCC3)c2C)c1	-3%	-10%	-6%	7	14%	1%	-24%	-2%	16%
CCCC(=O)Nc1nnc(SCC(=O)N2C(C)CCCC2C)s1 (centres undefined)	21%	4%	-3%	-1	-6%	-4%	25%	-7%	-12%
O=C(CSc1nc(-c2ccco2)cc(C(F)(F)F)n1)NCCCn1ccnc1	7%	-4%	0%	-2	-2%	0%	29%	-2%	16%
NC(=O)C1CCN(C(=O)/C=C/c2cccc(Br)c2)CC1	17%	6%	-20%	5	6%	-3%	13%	-3%	11%
CCCCCOc1ccc(/C=C/C(=O)NCCc2nc3ccccc3[nH]2)cc1OC	4%	30%[activator]	-11%	-1	-9%	7%	52%[activator]	-3%	0%
CCOc1ccc(-c2cc(C(=O)O)c3ccccc3n2)c(OCC)c1	3%	6%	-10%	1	0%	0%	12%	-3%	7%
Cc1ccc(S(=O)(=O)c2ccc([N+](=O)[O-])cn2)cc1	0.45µM*	-8%	-18%	18	14%	2%	6%[57 µM]	6%	-11%
O=C1C=C(c2ccc(Cl)cc2)OC2(CCCC2)O1	?	-1%	-16%	1	12%	0%	114%[activator]	i	0%
Cc1ccc(NC(=O)CSc2nnc(-c3ccc([N+](=O)[O-])cc3)o2)c(C)c1	33%	7%	-26%	6	·	-3%	50%[activator]	·	-4%
O=C1c2ccccc2NC2(CCCC2)N1NS(=O)(=O)c1ccccc1	-22%	71%[activator]	-13%	0	0%	3%	38%	?	0%
COc1ccc(OC)c(CN2CCC(Cc3ccccc3)CC2)c1	15%	3%	-14%	10	-1%	-4%	?	4%	4%
Cn1ccc2ccc(C3=CC(=O)C[C@H](c4ccc(F)cc4)C3)cc21	25%	6%	-25%	1	-5%	60%[activator]	21%	9%	0%
CC(=O)Oc1cc(C)cc2oc(=O)cc(-c3ccccc3)c12	7%	-4%	-19%	0	-2%	2%	24%	-13%	-7%
COc1cccc(CNC(=O)CCC2CCCN(c3cc(C)nc(N4CCCC4)n3)C2)c1 (centres undefined)	34%[57.1 µM]	-13%[57.1 µM]	-11%	-5	8%	8%	37%	i	8%
O=S(=O)(NCCc1cn2ccsc2n1)c1ccc(Cl)cc1	?	-7%[57.1 µM]	-19%	-1	1%	2%	17%[57 µM]	3%	-4%
O=C(Sc1ccccc1)c1cccc(Cn2cc(C(F)(F)F)ccc2=O)c1	-43%	-3%	-5%	41	6%	0%	66%[activator]	4%	-2%
COc1ccccc1NC(=O)CSc1nnc(COc2ccccc2C)o1	18%	-3%	?	0	13%	-10%	5%	-6%	5%
CCCCC(=O)N1CCCC(C)C1 (centres undefined)	12%	6%	-19%	3	0%	-4%	17%[57 µM]	i	-3%
CC(C)(C)C(=O)NCCN1C(=O)S/C(=C\c2ccc([N+](=O)[O-])cc2)C1=O	3%	-10%	-19%	-6	6%	0%	36%	·	2%
Cc1cc(C(=O)CSc2nnc(Nc3ccccc3F)s2)c(C)n1CC1CCCO1 (centres undefined)	17%[57.1 µM]	-1%[57.1 µM]	-13%	1	-4%	18%	-16%	-2%	26%
O=C(c1cc(C2CC2)on1)N1CCN(C(c2ccccc2)c2ccccc2)CC1	11%[57.1 µM]	10%[57.1 µM]	-15%	-1	-6%	3%	43%[activator]	1%	-1%
Cc1ccc(C(=O)CC2C(=O)N(c3ccccc3)C(=S)N2c2ccccc2)cc1 (centres undefined)	7%	-3%	-15%	4	4%	4%	49%[activator]	-1%	-11%

Looked up by compound from above, 3 records:
compound	TrxR1 inh	TrxR1 substrate	USP1 inh	PI4K2A block	mIDH1 inhibitor	Pin1 inhibitor	HP1b binding inh	PGK inhibitor	GLS inhibitor
O=C(c1cc(C2CC2)on1)N1CCN(C(c2ccccc2)c2ccccc2)CC1	11%[57.1 µM]	10%[57.1 µM]	-15%	-1	-6%	3%	43%[activator]	1%	-1%
O=C(CSc1nc(-c2ccco2)cc(C(F)(F)F)n1)NCCCn1ccnc1	7%	-4%	0%	-2	-2%	0%	29%	-2%	16%
COc1ccccc1NC(=O)CSc1nnc(COc2ccccc2C)o1	18%	-3%	?	0	13%	-10%	5%	-6%	5%

New compounds follow
compound	TrxR1 inh	TrxR1 substrate	USP1 inh	PI4K2A block	mIDH1 inhibitor	Pin1 inhibitor	HP1b binding inh	PGK inhibitor	GLS inhibitor
CCCCOc1ccccc1C1C(C(N)=O)=C(C)Nc2nnnn21 (centres undefined)	10%[57.1 µM]	-1%[57.1 µM]	-10%	5	4%	-4%	26%	-1%	3%
CCc1ccc(CCC(=O)Nc2nccs2)o1	-18%	-1%	-4%	-6	-3%	-1%	-2%	2%	-1%
COc1ccc(NC(=O)c2cccn(CC=C(C)C)c2=O)cc1	8%[57.1 µM]	-2%[57.1 µM]	-20%	6	25%	1%	20%	4%	11%
O=C(C1CCCCC1)N1C[C@H](n2cc(-c3ccc(F)cc3)nn2)[C@@H](O)C[C@@H]1c1ccccc1	·	·	-16%	-6	-2%	·	·	-7%	1%
CCN(CC)CCCNC(=O)c1cc(Nc2ccc(OC)cc2OC)nc2ccccc12	7%	-3%	-17%	-3	6%	0%	-3%	i	7%
COc1ccc(-c2noc(CSc3nnc(-c4ccccc4)n3C)n2)cc1	-5%&28%	-1%&0%	-18%&-1%	-3&-7	-5%&6%	-3%&1%	33%&10%	7%&-4%	3%&2%
COCCCN(C(=O)Nc1cccc(Cl)c1)C(C)c1ccccn1 (centres undefined)	-13%	-5%	-22%	2	5%	3%	18%	15%	·
Cn1c(SCC(=O)NCc2ccco2)nnc1C1CC1	1%	2%	-19%	6	-7%	-1%	31%	-2%	-1%
CN(C)C(=O)COC(=O)c1cccc(CN2C(=O)c3ccccc3C2=O)c1	20%[57.1 µM]	6%	-19%	-1	-3%	-4%	-13%	-6%	10%
COc1ccc(CC(NC(C)=O)C(=O)NC2CCN(C(=O)c3ccc(Cl)cc3)CC2)cc1 (centres undefined)	27%	10%	-19%	0	-3%	-1%	-19%	-8%	8%
O=C(NCc1cccc(F)c1)c1ccc(NC(=O)c2nsc3ccccc23)cc1	16%[57.1 µM]	5%[57.1 µM]	-4%	-2	0%	-5%	33%[57 µM]	-21%	0%
CC(=O)OC1CCC2C3CCc4cc(OP(=O)(N5CC5)N5CC5)ccc4C3CCC12C (centres undefined)	·	·	-14%	5	-14%	·	·	-3%	7%
O=C(COC(=O)c1cc(Cl)cc(Cl)c1)NCCN1C(=O)CSC1=O	23%[0.457 µM]	14%	-8%	0	-2%	1%	25%	-8%	3%
O=C(COc1ccccc1[N+](=O)[O-])Nc1ccc(NC(=O)c2cc3ccccc3o2)cc1	15%	0%	-21%	-1	7%	26%	16%	3%	8%
O=C(Cn1ncc2c3ccccc3n(Cc3cccc(Cl)c3)c2c1=O)NCCCN1CCCCC1	5%	2%	?	0	11%	?	31%	i	-8%
CCC(C)NC(=O)Cn1c(-c2ccccc2)cc(C(C)=O)c1C (centres undefined)	11%	0%	-4%	2	5%	4%	9%	-4%	-5%
O=C(O)C1CCC(Cn2c(SCc3cc(=O)n4cc(Br)ccc4n3)nc3ccsc3c2=O)CC1 (centres undefined)	-3%[57.1 µM]	-5%	-9%	-2	15%	7%	2%	5%	1%
COC(=O)c1ccc(C2c3c(oc4ccc(C)cc4c3=O)C(=O)N2Cc2ccc3c(c2)OCO3)cc1 (centres undefined)	19%	6%	5%	0	29%	0%	0%	3%	1%
CC1CCCC(C)N1CCNC(=O)Cn1nc(-c2ccccc2)ccc1=O (centres undefined)	-2%[57.1 µM]	-2%[57.1 µM]	-16%	5	4%	-11%	28%	1%	4%
O=C(N/N=C/c1ccc(N2CCCC2)c([N+](=O)[O-])c1)c1cccnc1	16%[57.1 µM]	-7%[57.1 µM]	-17%	5	3%	2%	-5%	-6%	-6%
